MC4R barr agon: activates human MC4R beta-arrestin recruitment | hit rate 0.98% among 360,000 | P32245 | U2OS MC4R beta-arrestin complementation, luminescence; percent of melanotan II response, DMSO zero | AID 540308 | activation, % at 8.9 µM;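 active = activation above a per-plate cutoff, the mean activation of sample wells on that plate plus 3 SD, cut at about 8% in these data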
MC4R antagonist: human MC4R antagonism in cAMP assay; MC4R-expressing cells, MTII-stimulated cAMP, LANCE TR-FRET; hit rate 0.48% among 360,000; inhibition, % at 6.5 µM; P32245; AID 540295;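 active = inhibition above its plate's cutoff, the mean of tested wells on that plate plus 3 SD, cut at about 29% in these data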;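 note: 0% = Melanotan II alone and 100% = Melanotan II plus saturating MCL0020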
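Material: U2OS-MC4R stable cell line | Reagent: Melanotan II challenge after compound preincubation | Doses: One concentration, 6.5 µM nominal | Incubation: 30-min compound preincubation, 1-h Melanotan II challenge, 1-h detection, room temperature | Signal: TR-FRET cAMP assay | Replicates: One well per compound, no replicates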
N-glyco inh: blocks N-linked glycosylation in D54 reporter cells. D54 ERlucT glycosylation luciferase reporter, 24 h; percent of 100 nM tunicamycin response. reporter increase, % at 12.5 µM. hit rate 0.23% among 360,000;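 active = mean luciferase reporter signal, scaled so untreated is 0 and the glycosylation-blocking control 100, at or above a set limit in every replicate; inconclusive = mean reaches the limit but not every replicate does; inactive = mean below the limit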;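 note: luciferase carries N-glycosylation sites so blocking glycosylation raises the light; 0% = median of neutral control wells and 100% = median of 100 nM tunicamycin wells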
CaV13 ICDI inh: Primary screen for inhibitors of IQ motif and Ca2+-dependent inactivation inhibitor domain binding in CACNA1D, Förster resonance energy transfer in living cells, …. HEK cells, CFP/YFP FRET ICDI-IQ, plate reader, 10 min; percent FRET-ratio fall versus neutral wells. inhibition, % at 12.3 µM. hit rate 0.098% among 340,000. AID 743397;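 active = mean replicate inhibition of at least 30% and at least 1% of replicates passing that level; inconclusive = only one of the two criteria is met; inactive = neither criterion is met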;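 note: 0% = median of the neutral control wells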
Exocytosis inh: blocks lytic granule exocytosis | TALL-104 LAMP-1 surface exposure, flow cytometry; cells stimulated with thapsigargin and PMA | inhibition, % at 10 µM | hit rate 0.66% among 360,000 | AID 651702;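 active = inhibition above about 55%, limit read from the data; inconclusive = no clear call, values can overlap the other calls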
H9c2 protect: protects H9c2 cardiomyocytes from peroxide injury | protection from H2O2 cell death, % at 20 µM | AID 588492 | hit rate 0.63% among 360,000 | H2O2 injury protection, ATPLite, 2 h;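 active = compounds giving at least 50% protection of heart cells from peroxide-induced death in the single-dose screen, raw or plate-pattern-corrected value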;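 note: 0% = DMSO wells with peroxide and 100% = DMSO wells without peroxide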
PDI inh: inhibitors of human protein disulfide isomerase; P07237; PDI insulin aggregation turbidity, A650, 90 min; inhibition, % at 10 µM; hit rate 0.052% among 350,000; AID 588391;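 active = mean inhibition across replicates of 30% or more, whatever share of single replicates reach that level; inconclusive = mean inhibition below 30% while every single replicate reaches 30%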;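 note: absorbance from insulin aggregation driven by PDI reduction with DTT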
ABHD5-PLIN5 inh: ABHD5-PLIN5 protein interaction inhibition; Q00G26+Q8WTS1; Split G. princeps luciferase complementation, luminescence, 4 h; inhibition, % at 4 µM; hit rate 0.78% among 360,000; AID 602281;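 active = inhibition above the mean inhibition across every tested compound plus 3 SD, cut at about 22% in these data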;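 note: 0% = DMSO only wells and the 100% control is not disclosed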
m5-HT2A agonist: mouse HTR2A agonism via beta-arrestin recruitment | P35363 | CHO-K1 mHTR2A beta-arrestin complementation, luminescence; percent of 30 µM serotonin response | activation, % at 7.6 µM | hit rate 0.66% among 360,000;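 active = activation above a run cutoff, the mean activation of all tested compounds plus 3 SD, cut at about 14% in these data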;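 note: 0% = plate median of compound wells and 100% = 30 µM serotonin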
ABCB6 inh 2: human ABCB6 transporter inhibition | hit rate 0.19% among 360,000 | AID 602162 | fluorescence ratio to DMSO, % at 10 µM | K562-ABCB6 porphyrin accumulation, flow cytometry, 1 h; hits give low values | Q9NP58;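 active = fluorescence ratio to DMSO below 75%, the collection mean minus 3 SD; inconclusive = too few cells collected in the well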;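 note: signal is porphyrin accumulated inside mitochondria; 100% equals median channel fluorescence of DMSO control wells; lower ratio means ABCB6 inhibition with less porphyrin fluorescence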
Target sequence (Q9NP58 whole entry, looked up): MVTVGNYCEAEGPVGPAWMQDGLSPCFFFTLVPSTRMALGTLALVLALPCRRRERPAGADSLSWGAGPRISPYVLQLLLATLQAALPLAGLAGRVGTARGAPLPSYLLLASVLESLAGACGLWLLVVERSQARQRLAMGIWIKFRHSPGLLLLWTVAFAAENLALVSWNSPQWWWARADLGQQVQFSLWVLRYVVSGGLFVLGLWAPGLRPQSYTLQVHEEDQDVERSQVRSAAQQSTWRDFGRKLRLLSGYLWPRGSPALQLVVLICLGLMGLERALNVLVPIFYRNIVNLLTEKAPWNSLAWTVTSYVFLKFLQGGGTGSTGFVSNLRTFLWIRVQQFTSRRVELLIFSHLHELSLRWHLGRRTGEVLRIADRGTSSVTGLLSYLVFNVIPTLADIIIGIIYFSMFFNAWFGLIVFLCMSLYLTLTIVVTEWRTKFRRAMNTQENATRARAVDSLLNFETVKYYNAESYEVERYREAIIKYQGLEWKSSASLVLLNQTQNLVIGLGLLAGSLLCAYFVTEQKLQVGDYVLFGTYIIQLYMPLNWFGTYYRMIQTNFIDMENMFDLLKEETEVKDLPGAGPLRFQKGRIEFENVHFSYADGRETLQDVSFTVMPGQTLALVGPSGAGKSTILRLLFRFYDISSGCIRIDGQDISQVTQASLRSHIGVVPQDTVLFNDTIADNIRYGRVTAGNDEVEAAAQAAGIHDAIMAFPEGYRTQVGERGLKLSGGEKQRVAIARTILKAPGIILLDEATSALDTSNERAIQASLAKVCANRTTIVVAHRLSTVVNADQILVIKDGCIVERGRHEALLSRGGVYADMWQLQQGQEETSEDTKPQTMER
Numbers without * were called inactive; ? = inconclusive; / = not tested or not shown.

SMILES	MC4R barr agon	MC4R antagonist	N-glyco inh	CaV13 ICDI inh	Exocytosis inh	H9c2 protect	PDI inh	ABHD5-PLIN5 inh	m5-HT2A agonist	ABCB6 inh 2
Cc1cccc(Nc2nnc(SCC(=O)c3ccc(Br)s3)s2)c1C	-1.1	9	-2	-5	2	-5	-5	-2	4	92
CCN(c1cccc(C)c1)S(=O)(=O)c1ccc2c(c1)CCN2C(C)=O	-1.0	-5	6	-5	-1	-8	-2	-1	1	142
CN(C)c1ccc(NC(=O)C(=O)NCCOc2ccccc2)cc1	1.9	8	3	0	0	-4	2	-1	5	100
NC(=O)c1ccc(-n2nnnc2SCC(=O)Nc2ccccc2-c2ccccc2)cc1	-0.8	6	-4	/	-6	-18	-1	8	10	86
CCc1ccccc1N(CC(=O)NCC1CCCO1)C(=O)CCC(=O)Nc1nccs1 (centres undefined)	-1.7	-4	0	-2	-6	0	-5	-7	-3	98
CSCCOC(=O)c1[nH]c2c(c1C)C(=O)CC(c1ccco1)C2 (centres undefined)	0.7	-30	16	-2	1	-9	/	7	-2	106
O=C(NCN1CCc2ccccc2C1)c1ccccc1	0.3	3	1	-5	0	5	-2	0	6	102
Cc1oc2ccc(O)cc2c1C(=O)c1ccc(F)cc1	0.1	16	-2	-5	2	-5	5	3	-2	97
N#CCCC1CCCC=C1N(Cc1ccccc1)C(=O)C(Cl)Cl (centres undefined)	2.2	13	-2	-5	-4	-2	3	1	4	98
O=C(Nc1ccc(Cl)c(C(F)(F)F)c1)[C@@H]1CC=C[C@@H]2CCN(C3CCCCC3)C(=O)[C@@H]21	0.4	1	-3	-10	4	-10	2	-2	5	96
COc1ccc(CCNC(=O)CSc2ccc(-c3ccccc3)nn2)cc1OC	-1.0	4	2	-7	1	6	-9	-8	-6	103
N/C(COc1ccc(C(=O)O)cc1)=N\O	0.2	6	0	1	-4	22	-6	-1	3	101
CCOCCCNC(=O)C1c2ccccc2C(=O)N2CCc3ccccc3C12 (centres undefined)	-2.1	4	0	-3	-1	11	5	-5	-2	99
Cc1ccc(OCCNC(=O)c2ccccc2N)cc1	-0.1	8	-2	-2	-3	-24	/	-5	0	104
C#CCn1c(=NC(=O)c2cc(Cl)sc2Cl)sc2cc(S(N)(=O)=O)ccc21	4.9	13	3	-2	-2	-11	4	14	8	92
COc1ccc(OC)c(/C=C/c2[nH]c(=O)[nH]c(=O)c2[N+](=O)[O-])c1	-3.0	-4	0	-6	1	-5	-2	22	7	95
Nc1ncnc2c1ncn2[C@@H]1O[C@H](CNS(=O)(=O)c2cc3ccccc3s2)[C@@H](O)[C@H]1O	-1.1	-1	0	-4	-8	-5	5	7	3	98
COc1cc(/C=N/n2cnnc2)ccc1OC(=O)c1ccncc1	-1.1	2	3	-4	-1	-1	0	4	2	91
Cc1ccccc1OCc1nnc(SCCN2CCCC2)n1-c1ccccc1	1.7	1	-5	-1	1	8	3	-10	-3	106
CC(C(=O)N1CCCC1)N1CCN(S(=O)(=O)c2ccc(C(C)(C)C)cc2)CC1 (centres undefined)	0.6	10	2	-2	-1	-1	-1	4	14	92
CC1Cc2ccccc2N1C(=O)CSc1nnc2c(n1)[nH]c1ccc(F)cc12 (centres undefined)	-2.4	-5	-1	-6	0	-1	-8	-4	0	94
Nc1scc2c(C(=O)N/N=C/c3ccc(Cl)cc3)nn(-c3ccccc3)c(=O)c12	-3.4	9	2	-4	-5	11	3	-44	-1	101
COc1ccc(CN2CCN(S(=O)(=O)c3ccccc3)CC2)c(OC)c1	-0.2	-4	-3	-4	-2	-3	0	-14	-3	103
Cc1oc2c(C)c(O)ccc2c(=O)c1-c1nncn1-c1ccccc1	-3.4	4	3	-16	0	3	12	4	2	103
C=CCOC(=O)C1=C[C@H](c2cn(C(C)=O)c3ccccc23)C[C@H](OCc2ccc(CO)cc2)O1	-1.4	7	0	-9	5	51*	-4	7	1	93
C[C@H](CO)N1C[C@H](C)[C@@H](CN(C)Cc2ccncc2)Oc2c(NC(=O)C3CCCCC3)cccc2C1=O	-2.1	1	-2	-5	-4	15	-4	5	-4	93
CCOC(=O)C(CC(=O)Nc1nc(C(C)=O)c(C)s1)C(C)c1ccccc1 (centres undefined)	-1.5	0	1	-20	31	3	0	1	2	100
Cc1cc(C)n2nc(C(=O)OCC(=O)Nc3ccc(Cl)cc3)nc2n1	0.4	5	5	-6	-4	4	0	2	0	92
CCNC(=O)C1CCCN(C(=O)c2ccccc2)CC1 (centres undefined)	0.3	5	4	-3	-5	17	9	11	5	94
CCOc1cc(/C=C2\SC(=S)N(N3CCOCC3)C2=O)ccc1O	-2.5	4	1	-1	-2	-12	/	3	-7	102
CC(=O)Nc1ccc(NC(=O)CNS(=O)(=O)c2ccc(C)cc2)cc1	-2.6	0	3	/	-3	3	-10	0	-4	96
Cc1ccc(Cl)cc1NC(=O)COC(=O)CCN1C(=O)C2CC=CCC2C1=O (centres undefined)	1.1	22	1	-6	-3	4	5	-7	-4	100
Cc1cc(C)cc(NC(=O)CSc2nc(=O)n(CCCN3CCOCC3)c3c2CCCC3)c1	-1.2	-4	-2	-6	8	4	3	-4	-7	91
COc1ccc(C2CC(c3ccc(Br)cc3)=NN2C(=O)CSC2=NN3CCCC(=O)N=C3S2)cc1 (centres undefined)	-1.4	3	1	/	-3	-6	-3	-7	4	100
CNC(=O)c1csc(-c2cccs2)n1	1.3	3	-1	/	-2	3	14	-3	-3	101
CC(O)Cn1c(N2CCCC2)nc2c1c(=O)[nH]c(=O)n2C (centres undefined)	0.2	16	1	-6	2	4	1	0	-1	99
COc1cc(C(=O)N2C[C@H]3CON(C)[C@H]3C[C@H]2c2ccc(N3CCCCC3)cc2)cc(OC)c1OC	/	/	3	-7	-2	0	/	0	-5	97
NC(=O)c1ccc(NC(=O)COC(=O)c2ccc(Br)c(S(=O)(=O)N3CCOCC3)c2)cc1	0.0	6	2	-5	2	-11	?	-4	0	97
O=C(Nc1cccc(C(=O)O)c1)/C(=C\c1ccc2c(c1)OCO2)NC(=O)c1ccccc1Br	-1.8	-8	1	-5	2	4	3	6	5	97
CCCC(=O)Nc1ccc2c(c1)nc(CN1CCN(C(=O)OCC)CC1)n2CC	-1.9	-12	14	-20	9	-8	9	6	5	99
COc1cc(NC(=S)NN2CCN(C)CC2)cc(OC)c1	2.0	2	0	-3	-2	4	4	-4	0	92
CN1C(=O)S/C(=C/c2ccccc2OCc2ccc(C(=O)O)cc2)C1=O	-2.4	3	0	-7	2	5	-4	4	-2	110
Oc1ccc(/C=N/Nc2ncc(Cl)cc2Cl)cc1	-1.8	1	6	-20	-2	-7	-20	1	3	99
O=C(NCCN1CCN(c2ccccc2)CC1)c1cccc(Br)c1	0.9	1	-4	-3	1	-2	15	3	2	96
N#CC1=C(N)Oc2c(oc(CO)cc2=O)C1c1cccs1 (centres undefined)	-1.7	0	1	-5	0	-6	9	2	2	96
O=c1cc(C(F)(F)F)[nH]c(=S)n1-c1ccccc1	-0.8	1	3	-14	-11	10	23	5	4	100
COc1ccc(S(=O)(=O)N2CCCC2c2cccs2)cc1 (centres undefined)	-1.7	-4	-1	-5	1	2	-3	6	1	104
COc1cccc(C(=O)C2CCCN(C(=O)CCc3scnc3C)C2)c1 (centres undefined)	-3.1	2	0	5	0	-1	0	0	-1	92
Cc1ccc(CN2CCSc3ccc(C(=O)NC4CCCC4)cc32)cc1	-1.2	7	-1	/	2	-1	0	15	7	96
CC(C)(C)OC(=O)C[C@@H]1C/C=C\C[C@@H](CC(=O)N[C@@H](CO)Cc2ccccc2)C(=O)NCCOC1=O	-0.8	5	1	-6	-3	-1	9	-4	1	100
More entries
SMILES	MC4R barr agon	MC4R antagonist	N-glyco inh	CaV13 ICDI inh	Exocytosis inh	H9c2 protect	PDI inh	ABHD5-PLIN5 inh	m5-HT2A agonist	ABCB6 inh 2
O=C1NC[C@@H](CCCCN2C[C@H](Cc3ccc(O)cc3)N(CCc3ccc(O)cc3)C(=O)C2=O)N(Cc2ccccc2)C1=O	/	/	/	-7	-4	/	/	2	-1	95
O=C(NCC1COc2ccccc2O1)c1cccs1 (centres undefined)	0.2	12	-3	-2	-10	-3	-5	2	-13	95
CCOc1cccc(N(C(=O)CCC(=O)Nc2cc(C)on2)C(C(=O)NC(C)(C)C)c2ccc(OC)cc2)c1 (centres undefined)	0.8	-1	0	-3	16	2	-5	-3	2	98
CC(OC(=O)c1cc(S(=O)(=O)N(C)C)ccc1N1CCCC1)C(=O)NCc1ccccc1 (centres undefined)	-0.6	2	0	/	-1	0	-1	0	-1	98
Cc1ccc(NC(=O)COC(=O)Cn2ccc(=O)[nH]c2=O)cc1C	-1.4	7	2	-2	1	3	-4	6	3	96
CCOC(=O)C1Oc2ccccc2C(c2cccc3ccccc23)=C1C(=O)OC (centres undefined)	-1.0	7	-2	-5	0	-8	1	-2	-4	93
CCCn1cc(SCC(=O)Nc2nnc(C)s2)c2ccccc21	-0.7	5	1	-3	3	12	/	-3	0	93
CCN(CC)C(=O)C1=C(C)N(Cc2ccc(C(C)(C)C)cc2)C(=O)C(CC(=O)NC2CCCC2)C1 (centres undefined)	4.3	15	7	-2	0	7	4	-7	0	100
Cc1ccc(NC(=O)Cn2c(=O)oc3ccccc32)cc1Cl	0.0	5	-2	-17	-6	-7	8	-4	-6	101
CCOc1ccc(N2C(=O)CNC2=S)cc1	-1.2	5	1	-8	-1	6	-8	1	1	97
C#Cc1ccc([C@H]2C=C(C(=O)Nc3ccccc3)O[C@@H](OCc3ccc(CO)cc3)C2)cc1	-1.8	9	-5	/	-18	-8	0	2	-5	91
CCOC(=O)c1cccnc1SCC(=O)N(C)c1ccccc1	-0.8	5	-1	-10	7	2	-8	-1	0	102
O=C(COc1ccc(-c2ccccc2)cc1)N1CCN(C(=O)c2cccnc2)CC1	0.4	4	0	-7	1	-4	-12	3	3	99
Cc1ccc(C)c(N2C(=O)c3ccc(C(=O)OCC(=O)c4c(N)n(C)c(=O)n(C)c4=O)cc3C2=O)c1	0.8	19	2	-4	-2	-8	-5	0	0	98
Cc1ccc(C(C(=O)NC2CCCC2)N(CCCO)C(=O)Cn2nnc(-c3ccc(C)o3)n2)cc1 (centres undefined)	0.3	0	-1	-7	0	0	0	8	0	98
CC(C)(C)N1C(=O)c2ccc(C(=O)O)cc2C1=O	-1.6	4	6	-5	-6	-7	-2	2	7	100

Assay outcomes deposited in PubChem by several laboratories.
